MEKK2mut PB1 HTS: signal of MEK5 binding to mutant human MEKK2 PB1 domain. bead flow cytometry, Alexa488-MEK5 binding to MEKK2 mutant. percent response, % at 10 µM. 0.35% of 290,000 active. AID 1530; in the data active = percent response above about 24%, passing the limit was not always enough; also: inactives centre near 1; some results filed as inactive read as strong as hits
UBC9 SUMO inh: inhibitors of human SUMOylation (UBC9); HTRF SUMOylation assay, SAE1/SAE2 + UBC9, in vitro; inhibition, % at 35 µM; 0.36% of 290,000 active; in the data active = inhibition above about 50%, passing the limit was not always enough; also: strong numbers were not always called active
Target sequence (P63279 whole entry, looked up): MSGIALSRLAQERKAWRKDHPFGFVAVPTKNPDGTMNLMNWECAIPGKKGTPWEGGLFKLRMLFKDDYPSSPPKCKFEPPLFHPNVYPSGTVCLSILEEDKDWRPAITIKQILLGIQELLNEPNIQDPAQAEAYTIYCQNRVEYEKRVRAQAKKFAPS
HCV NS3 hel inh: inhibitors of Hepatitis C virus NS3 helicase. NS3 helicase DNA unwinding, Cy5 molecular beacon fluorescence. inhibition, % at 10.9 µM. 0.56% of 290,000 active;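 active = inhibition above the mean of all tested compounds plus 3 SD, set per campaign, cut at about 35% in these data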;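 also: 0% = DMSO wells and 100% = thioflavine S control wells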
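Measured by: Cy5 fluorescence, 0 and 60 min reads / Assay system: NS3 helicase fragment of HCV / Control set: low DMSO, high thioflavine S at 110 µM / Times: 1 h reaction at 25 °C, ATP-initiated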
CRFR2-BP antag: CRF-BP/CRF-R2 complex antagonism | HEK293 CRF-R2/CRF-BP, CRF-induced calcium fluorescence | inhibition, % at 11.8 µM | 0.59% of 350,000 active | AID 588475;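 active = inhibition of the ligand-induced calcium signal above about 50% at the single tested concentration, limit read from the data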
DNA FID counter: fluorescent intercalator displacement, NS3 helicase counter-screen. DNA fluorescent intercalator displacement, fluorescence. inhibition, % at 7.9 µM. 0.17% of 290,000 active. AID 1845; in the data active = inhibition above about 37%;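 also: 0% = vehicle and 100% = reference compound; higher means more ethidium bromide displaced from hairpin DNA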
CRFR2-BP ag: agonists of human CRF-binding protein/CRF-R2 receptor complex | 0.46% of 350,000 active | HEK293 CRF-R2/CRF-BP, calcium dye fluorescence (FLIPR); percent of saturating CRF peptide response | activation, % at 13.2 µM;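 active = activation of at least 50%, plus an integration ratio under a set limit after plate pattern correction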;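 also: plate controls were neutral control wells without compound for no effect and CRF at EC100 for full effect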
GalR3 antag: human GalR3 antagonism | inhibition, % at 3 µM | HEK293 GalR3-CNG cAMP membrane potential fluorescence; galR3 body fused to GalR1 C-terminus | 0.44% of 360,000 active | O60755;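 active = inhibition above the screen-wide average plus 3 SD, cut at about 13% in these data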;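 also: forskolin and galanin both at EC90 stimulate the cells; cAMP rise reported by CNG channel membrane potential dye signal; 0% = forskolin plus galanin with DMSO and 100% = forskolin alone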
Target sequence (O60755 1-299 limits assumed): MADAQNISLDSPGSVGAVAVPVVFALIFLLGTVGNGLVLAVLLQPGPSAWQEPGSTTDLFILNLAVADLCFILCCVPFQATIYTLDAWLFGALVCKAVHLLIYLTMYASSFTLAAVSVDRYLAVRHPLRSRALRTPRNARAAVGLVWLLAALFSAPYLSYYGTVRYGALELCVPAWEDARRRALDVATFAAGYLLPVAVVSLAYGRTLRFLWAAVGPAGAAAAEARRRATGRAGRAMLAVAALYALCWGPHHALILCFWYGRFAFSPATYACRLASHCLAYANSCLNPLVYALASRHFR
MEKK3 PB1 HTS: MEKK3-MEK5 PB1 interaction, increase or decrease | AID 1529 | binding response (% of control), % at 10 µM | 1.4% of 290,000 active | bead-based flow cytometry, Alexa488-MEK5 binding to MEKK3; actives lie on both sides; 0 = blocked by unlabeled MEK5, 100 = vehicle | Q99759;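 active = binding response more than 3 SD above or below the average of its plate-row segment, actives on both sides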;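 also: Alexa488 bead fluorescence after subtracting the streptavidin-only scavenger bead signal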
Target sequence (Q99759 whole entry, looked up): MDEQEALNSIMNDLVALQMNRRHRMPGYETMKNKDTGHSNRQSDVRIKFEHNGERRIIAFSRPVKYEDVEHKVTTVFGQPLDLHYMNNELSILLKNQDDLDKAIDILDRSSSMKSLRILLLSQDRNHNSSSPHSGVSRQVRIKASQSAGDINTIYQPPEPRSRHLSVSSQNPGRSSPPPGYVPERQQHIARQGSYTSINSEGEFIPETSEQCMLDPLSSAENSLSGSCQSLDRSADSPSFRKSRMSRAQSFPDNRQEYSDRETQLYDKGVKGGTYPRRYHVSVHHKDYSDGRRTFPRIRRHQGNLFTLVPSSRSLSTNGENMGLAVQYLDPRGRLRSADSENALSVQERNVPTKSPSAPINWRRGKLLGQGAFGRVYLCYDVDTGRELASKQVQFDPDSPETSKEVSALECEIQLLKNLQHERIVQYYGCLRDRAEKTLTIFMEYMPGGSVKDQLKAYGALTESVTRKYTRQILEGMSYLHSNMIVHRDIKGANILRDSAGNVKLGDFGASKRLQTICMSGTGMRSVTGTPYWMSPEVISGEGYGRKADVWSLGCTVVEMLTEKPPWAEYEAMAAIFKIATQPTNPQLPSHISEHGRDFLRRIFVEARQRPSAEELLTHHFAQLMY
MEKK2 WT-MEK5: raises or lowers MEK5 binding to wildtype human MEKK2 PB1 domain; Q9Y2U5; bead flow cytometry, Alexa488-MEK5 binding to MEKK2 WT; actives lie on both sides; binding response (% of control), % at 10 µM; 1.1% of 290,000 active; in the data active = binding response below about 67% or above about 130%
* hit, by the source's call; x = no result given; & = joins results of further samples. An excerpt; rates above refer to the full screens.

SMILES	MEKK2mut PB1 HTS	UBC9 SUMO inh	HCV NS3 hel inh	CRFR2-BP antag	DNA FID counter	CRFR2-BP ag	GalR3 antag	MEKK3 PB1 HTS	MEKK2 WT-MEK5
Cc1cc(O)ccc1N/C=C(\C#N)c1nc2ccccc2o1	-4	10	6	-17	2	0.6	4	94	96
CN(C)c1ccc(NC(=O)CCN2CCN(c3ccccn3)CC2)cc1	0	-3	12	6	-1	-0.6	-8	97	99
COc1ccccc1NNC(=O)C(O)(c1ccccc1)c1ccccc1	-3	12	-2	-1	-5	0.1	1	99	93
Cc1cccc(N2CCN(C(=O)C3CCC(=O)N(C4CC4)C3)CC2)c1C (stereo unspecified)	2	-8	3	3	-28	-3.2	-7	101	104
COc1ccccc1N1CCN(/N=C\c2cccnc2)CC1	6	-1	2	10	-7	0.1	-11	105	108
CC(C)c1ccccc1NC(=S)NN(Cc1ccccc1)c1ccccc1	-5	3	-5	-8	-19	-1.8	-5	103	100
O=C(Cn1cnc2ccccc21)N1CCN(S(=O)(=O)c2ccccc2)CC1	-6	-3	-4	0	-4	-0.6	-2	97	92
CCCCNCCOc1ccccc1-c1ccccc1	-1	3	-22	-37	27	0.7	-6	93	99
Cc1cccc(NC(c2ccc(C)s2)c2ccc3ccc(C)nc3c2O)n1 (stereo unspecified)	6	-28	3	6	-6	1.6	2	107	108
CC(NC(=O)NCCCn1ccnc1)(C(F)(F)F)C(F)(F)F	5	2	1	7	0	-1.6	1	109	108
COc1ccc(Nc2sc(C(=O)c3ccc(Cl)cc3)c(N)c2C(=O)Nc2ccccc2OC)cc1	-8	-2	16	-50	-14	31	-3	69	67
CCOC(=O)CSc1nc2ccc(N3CCOCC3)cc2c(=O)n1Cc1ccccc1	-4	22	-12	-15	-16	1.2	-3	101	95
Cc1cc(C#N)c(C)n1-c1cc(C(F)(F)F)ccc1N1CCOCC1	-4	5	15	10	-25	2.2	-16	97	95
O=C(CN1C(=O)COc2ccccc21)c1ccc(Cl)cc1	5	16	-5	4	-7	0.3	-3	122*	117
CCc1cccc(C)c1NC(=O)CSc1nnc(-c2ccco2)n1N	-4	0	-1	4	7	0.3	-2	96	94
CCSc1nnc(NC(=O)CSc2ncccn2)s1	2	-4	5	2	-3	-1.1	-2	100	106
CC(c1ccon1)N(C)Cc1cn(C)nc1-c1ccc2c(c1)OCCO2 (stereo unspecified)	-3	20	0	-9	-7	2.5	0	94	91
COc1ccc(CC(=O)Nc2ccccc2N2CCCC2)cc1	2	10	0	-11	-15	-0.6	-3	103	103
CCCCN(C(=O)CNC(=O)c1cccs1)C(C(=O)NC1CCCCC1)c1cccnc1 (stereo unspecified)	7	-6	-2	-16	-6	-0.1	-5	99	99
COC(=O)c1c(NC(=O)CN2CCN(Cc3ccc4c(c3)OCO4)CC2)sc(C)c1C	7	3	-32	-29	4	2.2	-3	111	125
CS(=O)(=O)c1ccc(Cl)c(NC(=O)CCc2ccccc2)c1	-1	24	3	16	3	0.4	-1	118	110
COc1ccc(C(=O)/C=C/Nc2cccc(O)c2)cc1	7	15	4	16	-17	-0.3	0	103	102
Cc1ccc(S(=O)(=O)Nc2cc(C)nn2-c2ccccc2)cc1	4	9	6	1	-4	2.0	5	93	94
Cc1ccccc1OCCC(=O)OCC(=O)NC(C)c1ccccc1 (stereo unspecified)	-12	-5	9	10	-20	-1.1	-5	86	82
COC(=O)c1ccccc1NC(=O)C(CCS(C)(=O)=O)NC(C)=O (stereo unspecified)	13	-26	1	5	1	3.5	1	108	112
CC(C)c1ccc(NC2CCCN(C(=O)c3cc(C(C)C)nc(N)n3)C2)cc1 (stereo unspecified)	3	2	4	-2	-25	0.3	-1	97	99
Cc1[nH]c2ccccc2c1C1=NNC(=Nc2ccc(F)cc2)SC1	7	-5	-5	-8	-1	0.8	-4	95	96
O=C(O)c1ccc(CSc2nnc(-c3ccco3)n2-c2ccccc2)cc1	0	-7	-5	1	-36	1.0	0	98	101
CCOC(=O)c1ccc(NC(=O)c2nn(C)cc2Br)cc1	7	-7	3	-1	-4	-0.8	-2	109	112
COc1cccc(C(c2sc3ncnn3c2O)N2CC(C)OC(C)C2)c1 (stereo unspecified)	4	4	-4	12	-6	0.1	x	106	106
COc1ccc(-c2noc(-c3cc(Cl)ccc3Cl)n2)cc1OC	-3	-6	-5	x	1	x	x	98	101
COc1ccc(N2C3=C(C(=O)CC(C)(C)C3)C(c3cnn(C)c3)C3=C2CC(C)(C)CC3=O)cc1	-5	31	3	6	-40	-1.6	-1	98	97
COc1ccc(S(=O)(=O)N2CCC(C(=O)N3CCN(C)CC3)CC2)cc1Cl	-2	5	-12	-2	6	-0.3	-6	103	108
CCCN1CCc2c(sc(NC(=O)Cc3ccc(F)cc3)c2C(N)=O)C1	7	16	0	-10	-3	6.1	1	102	102
COc1ccc(NS(=O)(=O)c2ccc3oc(SCC(N)=O)nc3c2)cc1	8	11	-2	-15	-14	0.8	-7	100	104
CC(C)(C)C(=O)Nc1nnc(SCC(=O)NC2CC2)s1	-1	12	2	-7	-1	0.2	-4	100	97
CC(C)(C)Nc1nc2ccc([N+](=O)[O-])cc2o1	-12	15	15	22	0	0.9	-4	91	96
CN(C)C(CN1C(=O)C2CC=CCC2C1=O)c1cn(C)c2ccccc12 (stereo unspecified)	11	5	2	-10	-6	1.2	-3	102	109
NC(=O)CSc1nnc(Cn2c(=O)sc3ccccc32)n1CCc1ccccc1	3	-16	-2	-2	-6	3.8	-1	100	101
O=C(Nc1ccc(F)cc1F)c1ccc(COc2c(F)c(F)cc(F)c2F)o1	-7	-12	8	16	-12	0.9	-2	84	88

Overlap with the part before: 2 compounds; new compounds follow.
SMILES	MEKK2mut PB1 HTS	UBC9 SUMO inh	HCV NS3 hel inh	CRFR2-BP antag	DNA FID counter	CRFR2-BP ag	GalR3 antag	MEKK3 PB1 HTS	MEKK2 WT-MEK5
NC(=O)CSc1nnc(Cn2c(=O)sc3ccccc32)n1CCc1ccccc1	3	-16	-2	-2	-6	3.8	-1	100	101
O=C(Nc1ccc(F)cc1F)c1ccc(COc2c(F)c(F)cc(F)c2F)o1	-7	-12	8	16	-12	0.9	-2	84	88
Cc1cc(C(C)(C)C)c(O)c(C(C)(C)C)c1	6	1	-5	-6	0	0.0	x	92	85
COC(=O)C1=C(C)N(C)C(C)=C(C(=O)OC)C1c1ccc(Cl)cc1	-7	-2	-5	15	-8	-2.3	-2	94	98
O=C(O)c1cc(-c2cc(C(=O)O)c3ccccc3n2)nc2ccccc12	6	5	9	x	-2	x	x	109	109
N#Cc1cc(C(=O)c2cc(Cl)ccc2O)cn(-c2ccccc2)c1=O	-1	4	-6	2	-2	1.3	-4	99	101
Cc1nc2cc(OCc3cc(C(=O)NC(C)c4cn(C)nc4C)no3)ccc2s1 (stereo unspecified)	13	11	1	-1	-46	-0.5	-1	103	105
Cc1ccc(C)c(N2CCN(C(=O)c3ccc(NC4=NC5CS(=O)(=O)CC5S4)cc3)CC2)c1 (stereo unspecified)	-7	4	-9	-2	-40	-5.5	x	98	101
Cc1occc1-c1nnc(SCCCC(=O)c2ccc(F)cc2)n1C	4	14	4	-8	-26	8.0	-8	107	103
O=c1ccc2ccc(Oc3ccc([N+](=O)[O-])cc3[N+](=O)[O-])cc2o1	-3	22	0	x	5	x	x	99	98
COc1ccc(C2CC(c3ccccc3)=NN2c2ccc(C(N)=O)cc2)cc1 (stereo unspecified)	2	21	-31	0	-24	0.1	-10	94	95
Cc1ccc2nc3c(cc2c1)c(C)nn3-c1ccccc1	3	9	-11	-18	-10	3.2	-2	98	92

Filtered by structure: the compounds so far with a CF3 group
SMILES	MEKK2mut PB1 HTS	UBC9 SUMO inh	HCV NS3 hel inh	CRFR2-BP antag	DNA FID counter	CRFR2-BP ag	GalR3 antag	MEKK3 PB1 HTS	MEKK2 WT-MEK5
CC(NC(=O)NCCCn1ccnc1)(C(F)(F)F)C(F)(F)F	5	2	1	7	0	-1.6	1	109	108
Cc1cc(C#N)c(C)n1-c1cc(C(F)(F)F)ccc1N1CCOCC1	-4	5	15	10	-25	2.2	-16	97	95

Single values from the list.
COc1ccc(Nc2sc(C(=O)c3ccc(Cl)cc3)c(N)c2C(=O)Nc2ccccc2OC)cc1 – CRFR2-BP ag = 31
COc1ccccc1N1CCN(/N=C\c2cccnc2)CC1 – CRFR2-BP antag = 10
Cc1[nH]c2ccccc2c1C1=NNC(=Nc2ccc(F)cc2)SC1 – HCV NS3 hel inh = -5

(next part)
SMILES	MEKK2mut PB1 HTS	UBC9 SUMO inh	HCV NS3 hel inh	CRFR2-BP antag	DNA FID counter	CRFR2-BP ag	GalR3 antag	MEKK3 PB1 HTS	MEKK2 WT-MEK5
Cc1c(OC(C)C(=O)O)ccc2c3c(c(=O)oc12)CCCC3 (stereo unspecified)	5	9	1	-1	-13	-0.6	-10	101	102
O=C(Nc1ccc2c(c1)OCCO2)c1cc2ccccc2o1	0	-19	2	16	-14	-1.1	-9	101	94
CCc1nc2ccccc2c(C(=O)OCC(=O)Nc2ccc(S(=O)(=O)N3CCOCC3)cc2)c1C	x	-3	-11	2	-6	9.1	-2	x	x
CCOC(=O)Cc1cc(-c2ccccc2)nc2ccc3ccccc3c12	x	8	-3	-15	-8	5.8	0	x	x
CCOc1ccc(C2N(c3ccc(Cl)cc3)C(=O)C3CCCN32)cc1OC (stereo unspecified)	3	-6	1	14	3	1.7	-4	96	92
CCSc1nnc(NC(=O)C(C)Sc2nc3ccccc3[nH]2)s1 (stereo unspecified)	13	3	3	-2	0	0.5	0	110	120
NCCc1cnc[nH]1	6&-1	2	1&-1	19&9	2&-4	2.7&-0.7	x	65&95	82&106
O=C(N/N=C/c1cccs1)c1ccc2nc[nH]c2c1	-4	9	-3	6	0	0.3	-3	99	99
CCOC(=O)c1oc2ccccc2c1NC(=O)c1ccccc1OC	-5	-18	-15	-73	-2	3.0	-4	85	90
Cc1ccc(S(=O)(=O)/N=C2/NC(=O)/C(=C\c3cc(Br)cc(Br)c3O)S2)cc1	4	62*	34	-77	44*	77*	x	100	97
COC(=O)c1ccc(C2C(C(=O)c3cc4ccccc4o3)=C(O)C(=O)N2CCN2CCOCC2)cc1 (stereo unspecified)	3	14	2	5	-41	2.3	2	105	103
COc1ccc(C(NC(C)=O)c2cc(Cl)c3cccnc3c2O)cc1OC (stereo unspecified)	-3	-37	4	-13	-20	-2.0	-5	99	98
Cn1c(-c2ccc3c(c2)OCO3)cnc1N	4	-10	-1	22	5	-2.1	-4	102	107
COc1cccc(/C=C(/C#N)c2ccc(F)cc2)c1OCc1cccc(C(=O)O)c1	-1	18	16	-7	-33	-1.7	-4	98	100
O=C(Nc1ccc2c(c1)OCCO2)C1CCN(C(=O)c2ccc(Cl)cc2)CC1	-2	-12	-3	-9	-18	-2.2	-1	96	97
C=CCn1c(COc2cccc3ccc(C)nc23)nnc1SCC(=O)OC	3	13	2	7	-20	0.1	8	104	110
Cc1ccc(S(=O)(=O)Nc2cccc3cccnc23)cc1	3	-86	-1	-18	-10	-0.8	-7	101	103
COc1ccc(CCNC(=O)CCS(=O)(=O)c2ccc3nc(C)sc3c2)cc1OC	-3	3	10	10	-24	-7.9	x	98	98
COC(=O)CSc1ncnc2c(C)csc12	-9	11	1	5	-6	0.9	-2	90	86
Cc1ccc(C)c(NS(=O)(=O)c2cc(C(=O)NCCSC3CCCCC3)ccc2C)c1	0	-36	-12	-3	-25	0.0	9	103	100

Screening data from PubChem.
